Screening data from PubChem BioAssay.
eLon inh: inhibits E. coli Lon protease; 0.42% of 360,000 active; inhibition, % at 7.94 µM; purified E. coli Lon protease, fluorescence polarization; P0A9M0; in the data active = inhibition above about 13%, passing the limit was not always enough;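 also: 0% = enzyme with probe and DMSO and 100% = no enzyme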
Target sequence (P0A9M0 whole entry, looked up): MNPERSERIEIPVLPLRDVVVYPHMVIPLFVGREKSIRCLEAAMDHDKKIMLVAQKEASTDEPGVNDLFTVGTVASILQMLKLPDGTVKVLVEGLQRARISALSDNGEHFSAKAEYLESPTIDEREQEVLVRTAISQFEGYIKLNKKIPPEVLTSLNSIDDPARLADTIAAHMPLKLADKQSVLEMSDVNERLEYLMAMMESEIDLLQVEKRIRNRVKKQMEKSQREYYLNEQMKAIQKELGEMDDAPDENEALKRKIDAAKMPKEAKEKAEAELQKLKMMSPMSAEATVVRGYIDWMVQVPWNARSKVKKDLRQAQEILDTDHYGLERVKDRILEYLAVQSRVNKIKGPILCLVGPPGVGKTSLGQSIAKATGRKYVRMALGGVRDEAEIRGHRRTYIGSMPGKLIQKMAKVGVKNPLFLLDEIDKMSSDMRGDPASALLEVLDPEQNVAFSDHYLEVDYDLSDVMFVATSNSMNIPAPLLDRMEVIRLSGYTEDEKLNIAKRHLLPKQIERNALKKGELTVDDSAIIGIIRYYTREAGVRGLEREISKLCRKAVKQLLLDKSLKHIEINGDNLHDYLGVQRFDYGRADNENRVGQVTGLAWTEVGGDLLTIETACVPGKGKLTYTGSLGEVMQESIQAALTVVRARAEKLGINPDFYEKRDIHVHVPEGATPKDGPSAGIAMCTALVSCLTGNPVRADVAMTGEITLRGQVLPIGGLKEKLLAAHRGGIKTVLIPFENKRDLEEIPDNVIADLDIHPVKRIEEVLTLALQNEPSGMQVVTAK
MsrA act: activates bovine MsrA enzyme; purified bovine MsrA, absorbance read-out; activation, % at 10.6 µM; 0.3% of 360,000 active; in the data active = activation above about 7.5%;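 also: 0% = vehicle and 100% = reference activator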
NRP1-CendR mod: modulators of CendR peptide binding to human neuropilin-1. FAM-RPARPAR peptide binding to NRP-1, fluorescence polarization. inhibition, % at 25 µM. 0.85% of 360,000 active. AID 602438;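 active = inhibition or corrected inhibition above about 18%, plus a signal ratio from 0.5 to 1.5, limit read from the data, passing the limit was not always enough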; also: strong numbers were not always called active
TbMetRS inhib: Trypanosoma brucei MetRS inhibition; purified T. brucei MetRS, ATP depletion, Kinase-Glo luminescence; inhibition, % at 11.9 µM; 0.4% of 360,000 active; AID 624268;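 active = inhibition above a per-plate cutoff of the control wells' mean inhibition plus 3 SD, cut at about 5.5% in these data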;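 also: 0% = DMSO wells median and 100% = median of wells with control inhibitor compound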
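Test system – parasite MetRS enzyme · Reagent – substrates ATP, L-methionine and bulk Escherichia coli tRNA · Doses – 11.9 µM compound single dose, 0.9% DMSO · Times – 15 min enzyme-compound preincubation, 2 h reaction, 10 min detection, 25 °C · Signal – Kinase-Glo luminescence, ATP depletion format · Controls – DMSO-only wells as low control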
MsrA inh: bovine MsrA inhibition; inhibition, % at 15.5 µM; AID 651718; purified bovine MsrA, absorbance read-out; 0.75% of 360,000 active; in the data active = inhibition above about 4.5%;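 also: 0% = vehicle wells with enzyme and 100% = reference inhibitor wells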
SKN-1 inh: C. elegans SKN-1 inhibition | C. elegans VP596 Pgst-4::GFP/RFP ratio, acrylamide-induced, 24 h | inhibition, % at 21.8 µM | 0.49% of 360,000 active | AID 624304;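 active = interference check ratio from 0.5 to 1.5 plus GFP to RFP signal ratio inhibition reaching or exceeding a fixed threshold, cut at about 30% in these data, passing the limit was not always enough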; also: some compounds called inactive have numbers as strong as hits
FAS-TE inh: blocks the thioesterase domain of human fatty acid synthase. inhibition, % at 15 µM. P49327. 0.67% of 360,000 active. recombinant FAS-TE, OMFH fluorogenic substrate, fluorescence endpoint;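 active = compounds whose normalised, plate-corrected inhibition of enzyme fluorescence in the single-dose primary screen is 50% or more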;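 also: 0% = DMSO with enzyme and 100% = substrate without enzyme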
PABP1 MLLE inh: inhibitors of microRNA-mediated deadenylation, human PABP1 MLLE binding. GST-MLLE / FITC-PAM2 fluorescence polarization. P11940. 0.36% of 360,000 active. inhibition, % at 20 µM. AID 588489; in the data active = inhibition above about 35%, passing the limit was not always enough;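 also: plate controls were DMSO wells with GST-MLLE for no effect and wells lacking GST-MLLE protein for full effect; some results filed as inactive read as strong as hits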
MT1-MMP act inh: MT1-MMP (human) activation inhibition; P50281; HT1080 RFP-PRO-GFP cells, GFP/RFP ratio fluorescence, overnight; percent of plate control window, DMSO zero; GFP/RFP ratio change, % at 20 µM; 0.061% of 360,000 active; AID 651647;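 active = GFP/RFP ratio change of at least 30% with cell ATP level not reduced by more than half and red fluorescence within 50% of control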; also: strong numbers were not always called active
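Material: RFP-PRO-GFP reporter HT1080 cells. Dosing: single-point 20 µM compound, 1% DMSO. Controls: DMSO and RFP-L50D-GFP cell wells. Timing: cells overnight before dosing, compound overnight, 37 °C, 5% CO2. Measure: GFP/RFP fluorescence ratio.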
Active calls of the source: *.

CCN1CCCC1CNc1ccc(S(C)(=O)=O)cc1[N+](=O)[O-] (stereo not given) was read as eLon inh 5, MsrA act -3, NRP1-CendR mod -2, TbMetRS inhib -0.7, MsrA inh -1.2, SKN-1 inh -10, FAS-TE inh -4, PABP1 MLLE inh -5 and MT1-MMP act inh 3.
Screening CN(C)C(=O)COC(=O)c1cc(Cl)cc(Cl)c1N returned eLon inh 0, MsrA act 3, NRP1-CendR mod 6, TbMetRS inhib -0.2, MsrA inh 3.0, SKN-1 inh -14, FAS-TE inh -4, PABP1 MLLE inh 2 and MT1-MMP act inh 0.
C#CCNC(=O)C1=C[C@H](c2coc3ccccc3c2=O)C[C@H](OCc2ccc(CO)cc2)O1 was read as eLon inh -9, MsrA act -1, NRP1-CendR mod 16, TbMetRS inhib -0.2, MsrA inh 0.5, SKN-1 inh 16, FAS-TE inh -12, PABP1 MLLE inh -4 and MT1-MMP act inh 1.
`Cc1ccc(N(CC(N)=O)C2SC(=O)N(Cc3cccc(C(=O)O)c3)C2=O)cc1` (stereo not given) gave eLon inh 3, MsrA act -3, NRP1-CendR mod 1, TbMetRS inhib -0.5, MsrA inh 1.2, SKN-1 inh 11, FAS-TE inh -8, PABP1 MLLE inh 27 and MT1-MMP act inh -5.
For CCOc1ccc(S(=O)(=O)N(C)CCO)cc1-c1nc2c(C(C)(C)C)nn(C)c2c(=O)[nH]1 the results were eLon inh -11, MsrA act -1, NRP1-CendR mod 4, TbMetRS inhib 0.8, MsrA inh 1.6, SKN-1 inh 3, FAS-TE inh 4, PABP1 MLLE inh 8 and MT1-MMP act inh 5.
For Cc1ccc(OCC(=O)O/N=C(\N)Cc2ccc([N+](=O)[O-])cc2)cc1C the results were eLon inh 7, MsrA act -2, NRP1-CendR mod -2, TbMetRS inhib 0.0, MsrA inh 1.0, SKN-1 inh 13, FAS-TE inh -6, PABP1 MLLE inh 8 and MT1-MMP act inh -2.
Cc1ccc2[nH]c3c(=O)n(CCCN4CCN(C)CC4)cnc3c2c1 was read as eLon inh 10, MsrA act -2, NRP1-CendR mod -8, TbMetRS inhib -0.1, MsrA inh 1.0, SKN-1 inh 16, FAS-TE inh -3, PABP1 MLLE inh -2 and MT1-MMP act inh 7.
Screening CCS(=O)(=O)N1Cc2cc(C(=O)NCCOC)nc(-c3cccc(-c4ccncc4)c3)c2[C@H]1CCO returned eLon inh -3, MsrA act -2, NRP1-CendR mod 9, TbMetRS inhib -0.8, MsrA inh -0.2, SKN-1 inh -4, FAS-TE inh -13 and MT1-MMP act inh 0.
For C[n+]1cccc(C(=O)O)c1 the results were eLon inh 1, MsrA act -1, NRP1-CendR mod -9, TbMetRS inhib -0.9, MsrA inh 1.3, SKN-1 inh 3, FAS-TE inh -5, PABP1 MLLE inh -9 and MT1-MMP act inh 5.
For Cc1ccc(-c2ccc(/C=N/n3cnnc3)o2)cc1Cl the results were eLon inh -4, MsrA act -3, NRP1-CendR mod -4, TbMetRS inhib -0.2, MsrA inh 5.0*, SKN-1 inh 11, FAS-TE inh 44, PABP1 MLLE inh 5 and MT1-MMP act inh -2.
Screening O=C(NC(=S)N1CCCC1)c1cccc([N+](=O)[O-])c1 returned eLon inh -1, MsrA act 0, NRP1-CendR mod 16, TbMetRS inhib -0.2, MsrA inh 0.2, SKN-1 inh 2, FAS-TE inh -2, PABP1 MLLE inh 16 and MT1-MMP act inh 4.
`CCC(C)NC(=O)C1(O)c2ccccc2NC(=O)N1c1ccc(C)c(C)c1` (stereo not given) gave eLon inh 1, MsrA act -2, NRP1-CendR mod 9, TbMetRS inhib 0.0, MsrA inh 1.9, SKN-1 inh -19, FAS-TE inh -8, PABP1 MLLE inh 5 and MT1-MMP act inh 1.
COc1ccc(OC)c(S(=O)(=O)N2CCCC(N3CCN(c4ccccc4)CC3)C2)c1 (stereo not given) was read as eLon inh -1, MsrA act 0, NRP1-CendR mod 11, TbMetRS inhib -0.2, MsrA inh 0.9, SKN-1 inh 10, FAS-TE inh 0, PABP1 MLLE inh -1 and MT1-MMP act inh -2.
Cc1ccc(C2=NNC(C(O)C(O)C(O)C(C)O)S2)cc1 (stereo not given) was read as eLon inh -6, MsrA act 1, NRP1-CendR mod -11, TbMetRS inhib -0.6, MsrA inh -0.8, SKN-1 inh -3, FAS-TE inh 1, PABP1 MLLE inh 15 and MT1-MMP act inh -7.
For Cc1ccc(NC(=O)C2CCN(S(=O)(=O)c3ccc(C(C)(C)C)cc3)CC2)cc1S(=O)(=O)N1CCOCC1 the results were eLon inh 1, MsrA act -1, NRP1-CendR mod 7, TbMetRS inhib -0.2, MsrA inh -0.2, SKN-1 inh 6, FAS-TE inh 89*, PABP1 MLLE inh 5 and MT1-MMP act inh -3.
O=C(CN(c1ccc(F)cc1)S(=O)(=O)c1ccc2c(c1)OCCO2)NCc1ccncc1 was read as eLon inh 0, MsrA act -10, NRP1-CendR mod 3, TbMetRS inhib -0.7, MsrA inh -0.3, SKN-1 inh 11, FAS-TE inh -8, PABP1 MLLE inh 9 and MT1-MMP act inh 2.
For Cc1cc(C)n(-c2nnc(C)n2/N=C/c2ccco2)n1 the results were eLon inh 5, MsrA act -2, NRP1-CendR mod 2, TbMetRS inhib -0.3, MsrA inh 0.5, SKN-1 inh -26, FAS-TE inh -6, PABP1 MLLE inh 12 and MT1-MMP act inh 1.
For COc1ccc(C(=O)NC(C(=O)NCC2CCCO2)C(C)C)cc1 (stereo not given) the results were eLon inh -2, MsrA act 0, NRP1-CendR mod 0, TbMetRS inhib 0.1, MsrA inh -0.5, SKN-1 inh -1, FAS-TE inh -8, PABP1 MLLE inh -3 and MT1-MMP act inh 4.
CCN(C(=O)c1cc2c(=O)[nH]c3ccc(C)cc3c2s1)c1ccccc1F was read as eLon inh 8, MsrA act -2, NRP1-CendR mod 7, TbMetRS inhib 0.2, MsrA inh -0.1, SKN-1 inh 19, FAS-TE inh -9, PABP1 MLLE inh 11 and MT1-MMP act inh 4.
CCC(c1nnc(SCC(=O)NCCc2ccc(Cl)cc2Cl)o1)N(C)C (stereo not given) was read as eLon inh -10, MsrA act -4, NRP1-CendR mod -1, TbMetRS inhib 0.8, MsrA inh 0.6, SKN-1 inh 8, FAS-TE inh -6, PABP1 MLLE inh 21 and MT1-MMP act inh 0.

Reprinted from the part before: 3 compounds; new compounds follow.
For COc1ccc(C(=O)NC(C(=O)NCC2CCCO2)C(C)C)cc1 (stereo not given) the results were eLon inh -2, MsrA act 0, NRP1-CendR mod 0, TbMetRS inhib 0.1, MsrA inh -0.5, SKN-1 inh -1, FAS-TE inh -8, PABP1 MLLE inh -3 and MT1-MMP act inh 4.
CCN(C(=O)c1cc2c(=O)[nH]c3ccc(C)cc3c2s1)c1ccccc1F was read as eLon inh 8, MsrA act -2, NRP1-CendR mod 7, TbMetRS inhib 0.2, MsrA inh -0.1, SKN-1 inh 19, FAS-TE inh -9, PABP1 MLLE inh 11 and MT1-MMP act inh 4.
CCC(c1nnc(SCC(=O)NCCc2ccc(Cl)cc2Cl)o1)N(C)C (stereo not given) was read as eLon inh -10, MsrA act -4, NRP1-CendR mod -1, TbMetRS inhib 0.8, MsrA inh 0.6, SKN-1 inh 8, FAS-TE inh -6, PABP1 MLLE inh 21 and MT1-MMP act inh 0.
Screening O=C(Cc1c(Cl)cccc1Cl)NCCc1ccc(Cl)cc1 returned eLon inh 0, MsrA act -3, NRP1-CendR mod -6, TbMetRS inhib -0.3, MsrA inh 0.6, SKN-1 inh 8, FAS-TE inh -6, PABP1 MLLE inh -8 and MT1-MMP act inh 6.
For Cc1ccc(C)c(NC(=O)CN(C)C(=O)c2sccc2C)c1 the results were eLon inh 12, MsrA act -10, NRP1-CendR mod 1, TbMetRS inhib -0.7, MsrA inh 0.6, SKN-1 inh -4, FAS-TE inh -3, PABP1 MLLE inh 10 and MT1-MMP act inh 3.
For O=C(CN1CCCC1)NC12CC3CC(CC(C3)C1)C2 the results were eLon inh -4, MsrA act -3, NRP1-CendR mod -3, TbMetRS inhib -0.6, MsrA inh -0.7, SKN-1 inh -1, FAS-TE inh -10, PABP1 MLLE inh 2 and MT1-MMP act inh 3.
Screening COC(=O)CNC(=O)Cn1c(=O)n(Cc2ccc(F)cc2)c(=O)c2sccc21 returned eLon inh 7, MsrA act -8, NRP1-CendR mod -20, TbMetRS inhib 0.6, MsrA inh -0.6, SKN-1 inh -10, FAS-TE inh -1, PABP1 MLLE inh -6 and MT1-MMP act inh 5.
Screening Cc1cc(Nc2ccccc2)c2c([N+](=O)[O-])c(C)cc(C)c2n1 returned eLon inh -1, MsrA act -4, NRP1-CendR mod 2, TbMetRS inhib -0.5, MsrA inh -0.1, SKN-1 inh 5, FAS-TE inh 20, PABP1 MLLE inh 11 and MT1-MMP act inh 9.
CC(Nc1n[nH]c(=O)[nH]c1=O)C(=O)N/N=C/c1ccccc1 (stereo not given) was read as eLon inh -5, MsrA act -8, NRP1-CendR mod -3, TbMetRS inhib -0.8, MsrA inh 0.1, SKN-1 inh -10, FAS-TE inh -8, PABP1 MLLE inh 5 and MT1-MMP act inh -1.
Screening O=[N+]([O-])c1ccc(COc2ccc(-c3[nH]ncc3-c3ccc(Cl)cc3)c(O)c2)cc1 returned eLon inh 0, MsrA act -4, NRP1-CendR mod -5, TbMetRS inhib -0.5, MsrA inh 0.0, SKN-1 inh 4, FAS-TE inh -8, PABP1 MLLE inh 13 and MT1-MMP act inh 3.
For COCCn1c(NCc2ccccc2)nc2c1c(=O)[nH]c(=O)n2C the results were eLon inh -6, MsrA act -4, NRP1-CendR mod -1, TbMetRS inhib -0.6, MsrA inh -0.5, SKN-1 inh 0, FAS-TE inh 1, PABP1 MLLE inh 10 and MT1-MMP act inh 1.
Screening NC(=O)c1ccccc1NC(=O)/C=C/c1ccc(Cl)cc1 returned eLon inh -10, MsrA act 1, NRP1-CendR mod 3, TbMetRS inhib -0.9, MsrA inh 1.2, SKN-1 inh 21, FAS-TE inh -2, PABP1 MLLE inh 12 and MT1-MMP act inh -2.
For N#Cc1ncc(C(F)(F)F)cc1Sc1ccccc1N the results were eLon inh 4, MsrA act -2, NRP1-CendR mod 3, TbMetRS inhib -0.5, MsrA inh 0.4, SKN-1 inh -13, FAS-TE inh 4, PABP1 MLLE inh 0 and MT1-MMP act inh 7.
Screening O=[N+]([O-])c1ccc(N=Nc2ccc(O)cc2O)cc1 returned eLon inh -3, MsrA act 0, NRP1-CendR mod 6, TbMetRS inhib -0.3, MsrA inh -0.1, SKN-1 inh -4, FAS-TE inh -3, PABP1 MLLE inh -4 and MT1-MMP act inh 1.
For COc1ccc(S(=O)(=O)N2CCC(C(=O)NCCC(=O)NC3CC3)CC2)cc1 the results were eLon inh 10, MsrA act -9, NRP1-CendR mod 11, TbMetRS inhib -0.2, MsrA inh -0.9, SKN-1 inh 16, FAS-TE inh -4, PABP1 MLLE inh 13 and MT1-MMP act inh 0.
For O=C(NC1CCCCC1)C1CCN(S(=O)(=O)c2cccc3cccnc23)CC1 the results were eLon inh 0, MsrA act -1, NRP1-CendR mod 8, TbMetRS inhib -0.7, MsrA inh -0.7, SKN-1 inh 3, FAS-TE inh -2, PABP1 MLLE inh -9 and MT1-MMP act inh -3.
